# High-throughput results (PubChem BioAssay)
# D2 antagonist: antagonizes the human D2 dopamine receptor. P14416. HEK293 TREx D2 cells, calcium flux, dopamine EC80. inhibition, % at 10 µM. 340,000 tested, 2% active; in the data active = inhibition above about 30%; note: 0% is about no effect
#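 Compounds are added to dye-loaded, induced HEK293 T-REx cells coupled to calcium release via D2; after a 3 min kinetic read an EC80 dopamine stimulus is given and fluorescence is recorded for 3 more min.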
# D2 PAM: positively modulates the human D2 dopamine receptor allosterically | P14416 | potentiation, % at 10 µM | 340,000 tested, 0.34% active | HEK293 T-REx D2, calcium flux, EC20 dopamine potentiation | AID 485347;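 active = potentiation over 3 SD above the plate norm, cut at about 30% in these data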; note: 0% is about no effect
#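 Tetracycline-induced HEK293 T-REx cells force-coupled to calcium signalling expressed D2; compounds were pin-added after a 10 s baseline, read kinetically 180 s, then an EC20 dopamine challenge followed with a further 180 s calcium read.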
# TRHR PAM: allosteric enhancers of human TRH receptor. P34981. TRHR cells, fluo-8 calcium fluorescence, EC20 TRH enhancement. enhancement, % at 2 µM. 360,000 tested, 0.66% active; in the data active = enhancement above about 30%; note: 0% is about no effect
# Target sequence (P34981 whole entry, looked up): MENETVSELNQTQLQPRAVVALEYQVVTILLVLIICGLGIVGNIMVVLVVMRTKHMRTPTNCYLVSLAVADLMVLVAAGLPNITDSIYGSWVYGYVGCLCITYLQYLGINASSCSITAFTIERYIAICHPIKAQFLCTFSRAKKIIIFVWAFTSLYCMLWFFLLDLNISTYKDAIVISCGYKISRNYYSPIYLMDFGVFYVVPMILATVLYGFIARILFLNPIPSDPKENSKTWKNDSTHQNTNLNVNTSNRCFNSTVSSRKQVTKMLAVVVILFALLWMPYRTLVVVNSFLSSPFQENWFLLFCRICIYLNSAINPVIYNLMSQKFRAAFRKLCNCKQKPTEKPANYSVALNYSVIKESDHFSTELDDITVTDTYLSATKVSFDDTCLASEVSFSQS
#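 Enhancer read-out: after compound pinning and an initial kinetic agonist-mode read, an EC20 of TRH (10 nM final) was injected and fluo-8 calcium signal (Ex 480/Em 530) followed at 1 s/cycle for 100 cycles in TRHR-expressing cells.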
# D2 ag: agonists of human D2 dopamine receptor; activation, % at 2 µM; P14416; AID 485358; HEK293 T-REx D2 cells, calcium flux agonist mode; 340,000 tested, 0.53% active;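 active = activation over 3 SD above normal in the single-dose calcium agonist read, cut at about 30% in these data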; note: 0% is about no effect
#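 Calcium-flux readout, 1 cycle/sec over 180 s following compound pin transfer, in inducible HEK293 Trex D2 cells (force-coupled); dopamine controls included. Positive calcium responses during this window marked compounds as potential agonists.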
# D1 ag: human D1 receptor agonism; 360,000 tested, 1% active; P21728; HEK293 T-REx D1 cells, calcium flux, agonist mode; activation, % at 2 µM; AID 504660; in the data active = activation above about 30%; note: 0% is about no effect
# Target sequence (P21728 whole entry, looked up): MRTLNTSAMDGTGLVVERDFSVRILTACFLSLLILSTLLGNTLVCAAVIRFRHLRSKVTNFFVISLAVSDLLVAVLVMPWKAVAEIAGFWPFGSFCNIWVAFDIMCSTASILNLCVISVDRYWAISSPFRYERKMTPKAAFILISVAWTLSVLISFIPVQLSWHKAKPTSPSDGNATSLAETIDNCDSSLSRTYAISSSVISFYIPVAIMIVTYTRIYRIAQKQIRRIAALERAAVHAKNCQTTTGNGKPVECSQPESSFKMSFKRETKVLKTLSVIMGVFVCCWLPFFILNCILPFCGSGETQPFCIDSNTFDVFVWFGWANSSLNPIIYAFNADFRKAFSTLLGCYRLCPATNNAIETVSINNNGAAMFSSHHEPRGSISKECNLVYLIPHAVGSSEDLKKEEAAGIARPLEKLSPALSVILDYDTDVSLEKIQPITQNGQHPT
#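 Tetracycline-induced HEK293 TREx D1 cells, force-coupled to calcium signalling, were dye-loaded with a no-wash calcium kit. Compound was pin-added after a 10 s baseline. Fluorescence was read kinetically at 1 cycle/s for 180 s, with calcium rises flagged as agonism.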
# RXFP1 antag: RXFP1 (human) relaxin receptor antagonism | Q9HBX9 | HEK293-RXFP1, relaxin-stimulated cAMP HTRF, 30 min; hits give low values | activity change, negative = inhibition, % at 57.5 µM | 350,000 tested, 0.59% active | AID 1259400;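 active = activity change of -60% or lower, but not beyond a set lower limit; inconclusive = change between -60% and -40%, or beyond the set limit; inactive = change above -40%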; note: % is set by controls: 0 for no effect and ±100 for the full control effect
# D1 antagonist: human D1 dopamine receptor antagonism; HEK293 TREx D1 cells, calcium flux, dopamine EC80; hits give low values; activity change, negative = inhibition, % at 10 µM; 360,000 tested, 3.2% active; AID 504652; in the data active = activity change below about -30%; note: % is set by controls: 0 for no effect and ±100 for the full control effect
#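 HEK293 T-REx cells expressing inducible, force-coupled D1 receptor; no-wash Ca dye, 30–90 min RT. Cmpd → 180 s read at 1 Hz → EC80 DA → 180 s read.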
# D1 PAM: human D1 dopamine receptor positive modulation. HEK293 TREx D1 cells, calcium flux, dopamine EC20 potentiation. potentiation, % at 10 µM. 360,000 tested, 0.036% active; in the data active = potentiation above about 30%; note: 0% is about no effect
# RXFP1 agonist: agonists of human relaxin receptor RXFP1; HEK293T-RXFP1 cAMP TR-FRET, 30 min; response scale: percent of porcine relaxin response, buffer zero; Potency, µM (series often up to 57.5 µM), for the others: at the top dose activation, most hits filed as activators; 370,000 tested, 0.3% active; active = well fitted activation curve with a large enough effect; inconclusive = small, poorly fitted or top-dose-only effect; note: potency is the fitted concentration of half-maximal effect; % is set by controls: 0 for no effect and ±100 for the full control effect; nearly all actives have a fitted effect of over 60% in size; many of its hits are not listed in these tables
#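 HEK293 cells stably expressing RXFP1, treated 30 min at 37C with compounds plus PDE4 inhibitor Ro 20174; cAMP measured by HTRF TR-FRET. Normalized to buffer and 29 nM porcine relaxin; EC50 by Hill fit.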
# * marks the source's active call; other numbers are inactive results; ? = inconclusive; . = no result given; & = joins results of further samples. These rows are one share of the data (hit frequency here may not be typical).
SMILES,D2 antagonist,D2 PAM,TRHR PAM,D2 ag,D1 ag,RXFP1 antag,D1 antagonist,D1 PAM,RXFP1 agonist
NS(=O)(=O)c1cc(C(=O)OCC(=O)Nc2ccc(N3CCCCC3)cc2)ccc1Cl,5,-2,-1,-0.6,4,-14,-4,-4,2.7%
Cc1cccc(C)c1NC(=O)CNC(=O)c1c(C)nn(-c2ccccc2)c1Cl,13,5,10,-0.8,5,-5,-11,4,0.7%
COc1ccc(-c2cc3nc(-c4ccc(C)cc4)cc(C(F)(F)F)n3n2)cc1,.,-1,4,-2.3,2,4,-17,-1,0.7%
Cc1c(C(=O)OCC(=O)NC(C)c2ccccc2)oc2ccccc12 (stereo not given),4,6,-2,-1.0,16,-6,13,-8,4.1%
NS(=O)(=O)c1ccc2ccccc2c1,4,-1,-4,-0.8,2,-1,-2,-2,0.8%
O=c1c(-c2cc(-c3ccccc3)nc3c2COc2ccc(Cl)cc2-3)coc2ccc(F)cc12,.,-6,3,-0.3,-1,.,-3,-4,1.1%
O=C(Oc1ccccc1/C=C\C(=O)c1cc2ccccc2o1)c1cccc(F)c1,-3,5,-7,0.9,2,-35,-18,-3,-1.9%
COc1cccc(-n2ccn(CC(=O)NCc3ccc(C)cc3)c(=O)c2=O)c1,.,10,7,0.9,14,6,-17,-3,?
COc1ccc(/C=N/OC/C(O)=C(\C#N)c2nc3ccccc3[nH]2)cc1,4,3,-5,0.6,-1,13,-21,-3,1.9%
COc1ccc(OC)c(NC(=O)CN(C)CC(=O)Nc2ccccc2Cl)c1,-19,23,2,-1.5,3,-15,12,9,1.9%
COc1ccccc1C1=Nn2c(COc3ccccc3)nnc2SC1,4,-16,4,-0.1,-2,.,4,5,4.8%
CCOC(=O)c1sc(NCC2CCCO2)nc1C (stereo not given),2,9,5,0.6,4,-5,5,5,1.6%
Cc1cc[n+](CC(=O)Nc2nc3ccccc3s2)cc1,27,-4,6,1.1,2,-4,-4,8,0.4%
O=C(Nc1ccc(-c2csc(Nc3cccc(C(F)(F)F)c3)n2)cc1)c1cc([N+](=O)[O-])cc(C(F)(F)F)c1,-22,13,2,0.3,3,.,0,-4,5.6%
COc1ccccc1C(c1nnnn1CS(=O)(=O)c1ccc(C)cc1)N1CCSCC1 (stereo not given),-4,3,3,1.6,1,-2,-25,-3,-0.5%
CCn1cc(C(=O)NCC(=O)NC(C)(C)CO)c(=O)c2cc3c(cc21)OCO3,25,-8,0,1.6,1,-7,-3,-1,0.4%
O=C(Cc1ccccc1)N/N=C/c1ccccc1Cl,31*,1,-2,-0.6,7,26,7,-1,1.9%
Cc1ccccc1CN1C(=O)c2ccccc2Sc2ccc(C(=O)NCc3ccccc3)cc21,.,-9,-1,.,0,-8,-2,-3,-3.2%
COc1ccc(C(=O)CC(CC(=O)c2ccc(OC)cc2)C(=O)O)cc1,.,9,0,.,2,.,-24,-7,0.3%
O=C(Nc1ccccc1C(F)(F)F)N1CC=C(c2c[nH]c3ccccc23)CC1,.,-5,7,0.1,21,-3,-22,-2,-0.5%
Cc1occc1C(=O)NNC1=CC(=O)CC(C)(C)C1,1,3,0,0.0,1,13,-1,2,-0.7%
COc1cccc(NC(=O)Nc2ccc3c(c2)nc(C)n3C)c1,-21,-3,5,-0.2,2,-20,3,-2,-0.6%
Cn1c(SCC(=O)Nc2ccc(Cl)cc2)nc(O)cc1=O,-2,2,5,0.6,4,-7,3,0,0.0%
CCOC(=O)c1cnc2c(N=Nc3ccccc3)c(N)nn2c1N,.,4,2,.,1,6,7,-9,-0.6%
CC(=O)Nc1ccc(NC(=O)[C@@H](NC(=O)N2C[C@H]3C[C@@H](C2)c2cccc(=O)n2C3)C(C)C)cc1,-2,4,3,-0.2,1,.,-7,7,-1.3%
CCOC(=O)C1CCCN(CC(=O)Nc2c(C(=O)OC)[nH]c3ccc(Cl)cc23)C1 (stereo not given),-14,13,-9,-2.3,1,-2,11,-6,-0.6%
N#CCCn1c(SCC(=O)NCCc2ccc(F)cc2)nc2ccccc21,-11,3,1,-1.4,5,-1,10,2,0.8%
Cc1[nH]c(C)c(S(=O)(=O)N2CCN(c3cccc(Cl)c3)CC2)c1C(=O)N1CCCC1,3,7,-1,0.2,2,-10,26,15,2.8%
NNC(=O)c1ccc(COc2ccc(Br)cc2)o1,13,1,-3,-0.2,1,3,-2,2,-2.5%
O=c1cc(O)nc(SCc2ccccc2)n1-c1ccccc1,-9&-14,3&2,-8&1,0.2&-2.0,1&1,-3&-37,10&-6,-9&2,4.1%&13%
CCOc1ccccc1-n1nnnc1SCC(=O)Nc1cc2oc3ccccc3c2cc1OC,-8,.,5,2.1,0,-10,-1,-4,-0.4%
O=S(=O)(c1ccccc1)N1CCN=C1SCc1c(F)cccc1Cl,-1,8,-9,0.3,10,-5,7,0,0.0%
CN(C)c1ccnc(NCc2ccccc2)c1C#N,-15,2,3,-1.3,4,0,-24,-2,2.2%
O=C(COC(=O)/C=C/c1cccc([N+](=O)[O-])c1)NCC1CCCO1 (stereo not given),4,-2,1,1.6,5,-2,-23,2,3.4%
O=c1c2ccccc2nc2sc3ccccc3n12,8,28,3,0.1,-3,11,17,4,0.6%
COc1cc(C2C(=O)N(C3CCCCC3)CC(=O)N2C2CCCCC2)ccc1OC(C)C (stereo not given),.,-1,6,-0.2,-4,19,20,-2,0.5%
CCN1CCN(C(c2ccc(F)cc2)c2c(O)cc(C)n(CCOC)c2=O)CC1 (stereo not given),.,13,-1,.,0,0,4,3,-1.2%
CCOC(=O)C1CCC/C1=N\NC(=O)CN(c1cc(OC)ccc1OC)S(=O)(=O)c1ccccc1 (stereo not given),-16,4,-3,-0.6,-2,-2,1,2,3.1%
O=c1c2c3nc4ccccc4nc3n(/N=C/c3ccncc3)c2ncn1-c1ccccc1,6,0,-1,1.0,1,-1,8,-2,11%
Cc1cc(C)cc(C(=O)OCC(=O)NCCNC(=O)COC(=O)c2cc(C)cc(C)c2)c1,-10,-4,-2,0.2,0,0,-1,3,0.3%
CC(NC(=O)C1CCN(S(=O)(=O)c2cccs2)CC1)c1cccc(Cl)c1 (stereo not given),-28,-12,-1,0.6,2,-4,8,-3,1.7%
COc1ccc(Cc2nc3ccc(C(=O)NCCc4ccc(OC)c(OC)c4)cc3o2)cc1,.,7,-2,0.3,8,-36,-4,-1,4.4%
Cn1nc(C(=O)NCc2ccc(Cl)cc2)c2c1-c1ccccc1SC2,.,-2,3,0.5,2,0,-10,-2,0.1%
Cc1cc(=O)oc2c(C)c(OC(C)C(=O)NCCCN3CCOCC3)ccc12 (stereo not given),-7,12,-3,-0.1,5,-1,-2,9,7.0%
CC1(C)Cc2c(sc(NC(=O)C3CC(Cl)=CCC3C(=O)O)c2C#N)CO1 (stereo not given),11,14,6,-0.2,2,-7,-12,0,-0.1%
CCC(CC)C1C(C#N)=C(N)Oc2cc(C)oc(=O)c21 (stereo not given),-1,-18,2,0.1,-1,-1,-17,-3,-1.5%
CC1(C)C(=O)Nc2ccccc2N1C(=O)COc1ccc(S(=O)(=O)N2CCOCC2)cc1Cl,-6,-6,-2,1.0,1,-16,4,-2,1.2%
NS(=O)(=O)c1ccc(NC(=O)C2CCCO2)cc1 (stereo not given),6,-8,4,-0.3,1,14,7,-4,0.3%
Cc1ccc2c(C(=O)CN3CCCCC3)c(C)[nH]c2c1,3,7,-5,-0.3,3,2,4,-1,-1.6%
O=C(NC1CC1)c1ccc(CS(=O)c2ccccc2)o1 (stereo not given),-3,9,-1,-0.5,2,1,-10,-7,1.2%
Cc1ccc(SCCc2cc[n+](CC(=O)c3ccccc3)cc2)cc1,12,22,3,-0.3,1,-29,13,2,0.4%
O=C(NCc1ccc(Cl)cc1)C(=O)NCC1OCCN1S(=O)(=O)c1cccs1 (stereo not given),8,13,4,-1.4,1,-2,-2,-4,4.8%
CC(C)NC(=O)NC(=O)COC(=O)/C=C/c1ccccc1[N+](=O)[O-],9,9,-1,1.9,1,6,-15,2,6.1%

# Exported with two lines to a compound: part of the list above
# Values in the order – D2 antagonist | D2 PAM | TRHR PAM | D2 ag | D1 ag | RXFP1 antag | D1 antagonist | D1 PAM | RXFP1 agonist
> COc1ccc(Cc2nc3ccc(C(=O)NCCc4ccc(OC)c(OC)c4)cc3o2)cc1
 : . | 7 | -2 | 0.3 | 8 | -36 | -4 | -1 | 4.4%
> Cn1nc(C(=O)NCc2ccc(Cl)cc2)c2c1-c1ccccc1SC2
 : . | -2 | 3 | 0.5 | 2 | 0 | -10 | -2 | 0.1%
> Cc1cc(=O)oc2c(C)c(OC(C)C(=O)NCCCN3CCOCC3)ccc12 (stereo not given)
 : -7 | 12 | -3 | -0.1 | 5 | -1 | -2 | 9 | 7.0%
> CC1(C)Cc2c(sc(NC(=O)C3CC(Cl)=CCC3C(=O)O)c2C#N)CO1 (stereo not given)
 : 11 | 14 | 6 | -0.2 | 2 | -7 | -12 | 0 | -0.1%
> CCC(CC)C1C(C#N)=C(N)Oc2cc(C)oc(=O)c21 (stereo not given)
 : -1 | -18 | 2 | 0.1 | -1 | -1 | -17 | -3 | -1.5%
> CC1(C)C(=O)Nc2ccccc2N1C(=O)COc1ccc(S(=O)(=O)N2CCOCC2)cc1Cl
 : -6 | -6 | -2 | 1.0 | 1 | -16 | 4 | -2 | 1.2%
> NS(=O)(=O)c1ccc(NC(=O)C2CCCO2)cc1 (stereo not given)
 : 6 | -8 | 4 | -0.3 | 1 | 14 | 7 | -4 | 0.3%
> Cc1ccc2c(C(=O)CN3CCCCC3)c(C)[nH]c2c1
 : 3 | 7 | -5 | -0.3 | 3 | 2 | 4 | -1 | -1.6%
> O=C(NC1CC1)c1ccc(CS(=O)c2ccccc2)o1 (stereo not given)
 : -3 | 9 | -1 | -0.5 | 2 | 1 | -10 | -7 | 1.2%
> Cc1ccc(SCCc2cc[n+](CC(=O)c3ccccc3)cc2)cc1
 : 12 | 22 | 3 | -0.3 | 1 | -29 | 13 | 2 | 0.4%
> O=C(NCc1ccc(Cl)cc1)C(=O)NCC1OCCN1S(=O)(=O)c1cccs1 (stereo not given)
 : 8 | 13 | 4 | -1.4 | 1 | -2 | -2 | -4 | 4.8%
> CC(C)NC(=O)NC(=O)COC(=O)/C=C/c1ccccc1[N+](=O)[O-]
 : 9 | 9 | -1 | 1.9 | 1 | 6 | -15 | 2 | 6.1%
